miR-122 sensor = blocks miR-122 activity in Huh7 sensor cells; activation (reporter increase), % at 12.5 µM; AID 602342; Huh7 miR-122 Renilla luciferase sensor, 48 h; neutral wells = 0, positive control = 100; 0.3% of 340,000 active;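 active = mean replicate activation score at least 90 and every replicate individually at or above 90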;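 also: higher luciferase means less miR-122 activity so hits act as miR-122 inhibitors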
Cneo AK release = causes C. neoformans cell lysis; adenylate kinase release luminescence, 4 h; normalised: neutral wells 0, clomiphene wells 100; lysis activity, % at 15 µM; 0.2% of 360,000 active; AID 651654;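 active = mean lysis activity across replicates of at least 80%, whatever share of replicates individually reach that level; inactive = mean lysis activity below 80%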
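read-out = cell lysis signal | test system = log-phase Cryptococcus neoformans yeast cells | input = cells at 5 × 10^6 per mL | medium = fresh YPD growth medium | signal = luminescent adenylate kinase detection reagent | timing = 4 h at 37 °C static, read 1 h later | dosing = single dose | controls = Clomiphene as positive lysis control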
PAX8 reporter = PAX8 transcriptional activity inhibition; RMG-I TPO-luciferase reporter, SteadyGlo, 24 h; inhibition, % at 12.6 µM; 1.2% of 360,000 active;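 active = mean replicate inhibition at least 60% with every replicate also reaching 60%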;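 also: luciferase light reporting Pax8 driven TPO promoter activity; plate controls were median of neutral control wells for no effect and mitoxantrone controls for full effect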
FN deposition inh = fibronectin deposition inhibition; AH1F fibroblasts, Alexa488-fibronectin deposition fluorescence, overnight; inhibition, % at 12.6 µM; 0.086% of 350,000 active;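 active = mean inhibition across replicates of 30% or more, regardless of how many single replicates reach that level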;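 also: positive control wells lacked labelled fibronectin entirely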
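material = AH1F fibroblast monolayer depositing Alexa488-labelled fibronectin into matrix | amount = 10000 AH1F cells/well | buffer or medium = DMEM plus 2% serum, read in PBS | incubation = 1 h cell adhesion before compound, then overnight fibronectin incubation | detection = fluorescence at 485 nm excitation, 525 nm emission | evaluation = percent inhibition as loss of matrix-bound fibronectin fluorescence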
CASP6 VEID inh = blocks human caspase-6 cleavage activity; P55212; purified caspase-6, Z-VEID-R110 cleavage fluorescence; inhibition, % at 12.5 µM; 0.53% of 350,000 active;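 active = mean inhibition across replicates at least about 35%, with every replicate also reaching that limit, limit read from the data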;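 also: 0% = median of neutral control wells and 100% = no fluorescence left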
Target sequence (P55212 24-179 limits assumed): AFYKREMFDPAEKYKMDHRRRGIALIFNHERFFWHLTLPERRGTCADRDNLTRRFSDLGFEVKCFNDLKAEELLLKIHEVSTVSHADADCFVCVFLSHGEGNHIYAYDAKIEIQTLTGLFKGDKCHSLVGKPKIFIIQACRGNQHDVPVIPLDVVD
Target sequence (P55212 194-293 limits assumed): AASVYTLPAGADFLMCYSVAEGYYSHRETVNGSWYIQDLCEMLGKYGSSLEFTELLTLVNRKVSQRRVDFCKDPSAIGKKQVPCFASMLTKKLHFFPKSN
LGR2 inh = inhibitors of bursicon-induced Drosophila LGR2 receptor cAMP signaling; HEK293 LGR2, CRE-luciferase, bursicon-stimulated, 4 h; inhibition, % at 9.99 µM; 0.35% of 380,000 active; AID 720647;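 active = drop in luminescence signal, shown as inhibition above about 50% in the replicate tests, limit read from the data, passing the limit was not always enough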;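 also: agonist challenge used bursicon conditioned medium at about half maximal strength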
PGC1a acetyl inh = PGC1a acetylation modulation, inhibitor mode. AID 651687. U2OS PGC1a acetylation, AlphaScreen anti-acetyl-lysine; with virally co-expressed GCN5 acetyltransferase. 0.17% of 350,000 active. inhibition, % at 15.6 µM;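 active = every replicate shows inhibition of at least 40%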;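 also: 0% = neutral control wells and 100% = positive control wells; some results beyond the cut were filed as inactive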
EWS-Fli inh = inhibitors of EWS/Fli oncoprotein transcriptional activity; inhibition, % at 12.6 µM; A673 NR0B1-luciferase reporter, viability-normalised; 0.67% of 350,000 active;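 active = mean inhibition of at least 50% after viability correction, with every replicate also passing that limit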;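 also: firefly luciferase signal divided by Alamar Blue viability fluorescence both relative to DMSO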
An asterisk follows results filed as active; · = no result given; [ ] = dose if it differs, or a comment.

SMILES	miR-122 sensor	Cneo AK release	PAX8 reporter	FN deposition inh	CASP6 VEID inh	LGR2 inh	PGC1a acetyl inh	EWS-Fli inh
C[C@@H]1CN([C@@H](C)CO)S(=O)(=O)c2ccc(C#Cc3ccccc3)cc2O[C@@H]1CN(C)CC1CC1	1[16.7 µM]	-3	·	-8	0	6	-17	10
C=CCn1c(SCC(=O)Nc2cccc(OC)c2)nnc1-c1cccnc1	·	-4	5	9	-1	-6	·	-3
CSc1ccc(CCNS(=O)(=O)c2c(C)[nH]c(C)c2C(=O)N2CCCCC2)cc1	68	0	8	-3	0	7	-9	·
CC(=O)N1CCN(C(=O)CCC(=O)O)CC1	-1	·	2	-1	3	5	-3	-1
O=C(CS(=O)(=O)Cc1ccccc1)N1CCN(c2cccc(C(F)(F)F)c2)CC1	14	0	10	1	·	·	5	·
Cc1ccc(F)cc1CNC(=O)C1CCC(=O)N(CCCN2CCCC2=O)C1 (stereo unspecified)	-4	-2	-7	1	0	8	2	·
Cc1cc(C(=O)N2CCCC(Nc3ccc(F)cc3)C2)c(C)o1 (stereo unspecified)	·	3	8	4	3	1	·	-1
CCCCCN(C(=O)NC(=O)Nc1ccccc1C)S(C)(=O)=O	3	0	·	·	·	-4	-2	·
C[C@@H]1CN([C@@H](C)CO)C(=O)c2cc(NC(=O)CCCN(C)C)ccc2O[C@H]1CN(C)Cc1ccccc1	3[16.7 µM]	46	-8	·	-6	6	10	1
CNC[C@H]1Oc2ccc(NS(=O)(=O)c3c(C)noc3C)cc2C(=O)N([C@H](C)CO)C[C@@H]1C	-10[16.7 µM]	6	0	-5	0	-7	2	-5
CCCC(C)NC(=O)CN1C(=O)NC2(CCc3ccccc32)C1=O (stereo unspecified)	-3	0	5	2	25	-8	3	1
Cc1nc2cc(-c3cccs3)[nH]n2c(=O)c1C	-1	-4	·	·	1	-50	3	-51
COc1ccccc1C(C)NCC(=O)NCC(=O)Nc1ccc(F)c(F)c1F (stereo unspecified)	·	·	2	4	-1	3	·	1
CCOc1ccc(/C=C/c2[nH]c(=O)[nH]c(=O)c2[N+](=O)[O-])cc1	·	-4	6	-4	4	10	·	18
C[C@@H]1CN([C@H](C)CO)C(=O)c2cc(N(C)C)ccc2O[C@@H](C)CCCCO[C@@H]1CN(C)C(=O)Nc1cccc2ccccc12	-2[16.7 µM]	55	52	·	-1	5	5	-1
Cc1cccc(-n2ncc3c(=O)[nH]c(SCC(=O)NCCC4=CCCCC4)nc32)c1	-1	0	-6	2	1	6	-4	-3
O=C(N[C@H]1CC[C@@H](CC(=O)N2CCOCC2)O[C@@H]1CO)c1cccc(F)c1	·	4	-12	1	1	9	-3	-2
CCCC(=O)N(CCN1CCOCC1)c1nc2c(OC)ccc(C)c2s1	0	-1	-26	-3	1	-1	-4	-1
CN(C)CC#Cc1ccc([C@H]2[C@H](CO)N3CCCCN(C(=O)C4CCC4)C[C@@H]23)cc1	11[16.7 µM]	2	-5	·	1	2	-1	-7
CCn1c(N2CCN(S(=O)(=O)c3ccccc3)CC2)nc2ccccc21	·	0	26	0	2	-12	·	-4
COc1ccc(-c2cn[nH]c2-c2ccc(OCc3ccc([N+](=O)[O-])cc3)cc2O)cc1OC	-2	3	32	9	-1	-25	9	24
COCCSc1ccccc1C(=O)Nc1ccccc1C#N	-6	0	6	3	-1	-8	·	-9
Cn1c(SCC(=O)Nc2cccc(F)c2)nc2c(c1=O)SCC2	-4	4	14	0	-1	5	·	2
O=C(NCc1c(F)cccc1F)c1cc(COc2c(F)cccc2F)on1	·	·	-29	1	-1	-42	·	-16
O=C1CCCCC1(CCc1ccncc1)CCc1ccncc1	-10	0	-10	·	-1	11	12	7
COc1ccc(-c2noc(CSc3nnc(CCc4ccccc4)n3-c3ccccc3)n2)cc1OC	·	19	·	·	0	-12	23	8
CCC(C)[C@H](NC(=O)[C@@H]1Cc2ccccc2CN1)C(=O)NCc1ccc(C)cc1 (stereo partly specified)	-9	-1	-2	1	2	·	-15	-3
CC(C)Cn1cnc2c1c(=O)n(CC(=O)N(C)C)c(=O)n2Cc1ccccc1	·	·	9	·	-2	3	·	-1
O=C1NC[C@@H](Cc2ccc(O)cc2)N(CCc2cccc3ccccc23)C1=O	4	-6	15	-12	1	-24	·	-1
CN(C)c1nc(N(C)C)nc(N2CC(CCl)OC2=N)n1 (stereo unspecified)	·	·	12	3	-1	-16	·	2
O=C(O)c1nnn(-c2ccc(F)cc2F)c1-c1ccccc1	-3	2	2	-5	-2	5	8	7
O=C(Nc1ccc2c(c1)nc1n2CCN(C2CCCCC2)C1)c1ccco1	0	-3	17	-4	2	-11	-4	-28
COc1ccc(N2CCC(CNC(=S)Nc3cc(C)cc(C)c3)C2)cc1 (stereo unspecified)	8	-1	26	12	-1	3	-8	-1
Cc1c(NC(=O)c2cc(C3CC3)on2)c(=O)n(-c2ccccc2)n1C	-1	-2	7	3	2	-7	5	5
O=C(CCN1CCCCC1)NCC[C@H]1CC[C@H](NS(=O)(=O)c2cccc(F)c2)[C@@H](CO)O1	·	-2	-3	-5	-9	-6	21	-1
O=C(/C=C/c1ccc(Cl)c([N+](=O)[O-])c1)Nc1cccc(NC(=O)c2ccco2)c1	-18	·	-1	14	-1	57*	3	-9
CCOC(=O)c1ccc(N2CSC3=C(C#N)C(c4ccc(OC)cc4OC)CC(=O)N3C2)cc1 (stereo unspecified)	-2	-4	12	9	0	-10	-3	6
Cn1nc(C(F)(F)F)c(-c2ccc(F)cc2)c1NC(=O)c1ccco1	2	1	-14	2	-1	16	-4	-2
O=C(C[C@@H]1CC[C@H]2[C@@H](COC[C@@H](O)CN2C(=O)Nc2cccc(Cl)c2)O1)NCCCN1CCOCC1	3[16.7 µM]	-3	-41	2	-1	-11	8	-28
CC(C)C#Cc1ccc([C@H]2[C@@H](CO)N3C(=O)CN(C(=O)NC4CCCCC4)C[C@@H]23)cc1	·	·	·	-8	-1	43	·	5

Record cards, as listed above. Order of values: miR-122 sensor | Cneo AK release | PAX8 reporter | FN deposition inh | CASP6 VEID inh | LGR2 inh | PGC1a acetyl inh | EWS-Fli inh
Entry for O=C(/C=C/c1ccc(Cl)c([N+](=O)[O-])c1)Nc1cccc(NC(=O)c2ccco2)c1 → -18 | · | -1 | 14 | -1 | 57* | 3 | -9
Entry for Cc1c(NC(=O)c2cc(C3CC3)on2)c(=O)n(-c2ccccc2)n1C → -1 | -2 | 7 | 3 | 2 | -7 | 5 | 5
Entry for Cn1nc(C(F)(F)F)c(-c2ccc(F)cc2)c1NC(=O)c1ccco1 → 2 | 1 | -14 | 2 | -1 | 16 | -4 | -2
Entry for COc1ccc(N2CCC(CNC(=S)Nc3cc(C)cc(C)c3)C2)cc1 (stereo unspecified) → 8 | -1 | 26 | 12 | -1 | 3 | -8 | -1
Entry for COc1ccc(-c2noc(CSc3nnc(CCc4ccccc4)n3-c3ccccc3)n2)cc1OC → · | 19 | · | · | 0 | -12 | 23 | 8

(continued)
SMILES	miR-122 sensor	Cneo AK release	PAX8 reporter	FN deposition inh	CASP6 VEID inh	LGR2 inh	PGC1a acetyl inh	EWS-Fli inh
C[C@@H](O)C#Cc1ccc2c(c1)O[C@H](CN(C)C(=O)C1CCCCC1)[C@@H](C)CN([C@@H](C)CO)S2(=O)=O	14[16.7 µM]	0	·	·	0	6	-4	1
Cc1nn(-c2ccc(F)cc2)c(Cl)c1/C=C(/CCC(=O)O)c1nc2ccccc2s1	-2	1	8	3	1	32	·	-2
CCN(CC)C(=O)C(=O)c1cn(CC(=O)N2CCc3ccccc3C2)c2ccccc12	7	0	14	8	1	11	·	-1
Cc1c(N/N=C(\C#N)C(=O)c2ccccc2)c(=O)n(-c2ccccc2)n1C	-23	-4	40	0	35	-2	22	18
OC(c1ccccc1)c1nc(/C=C/c2ccc(C(F)(F)F)cc2)cs1 (stereo unspecified)	1	3	-8	-8	0	7	-8	4
O=C(/C=C/NCc1cccnc1)c1ccc(-c2ccccc2)cc1	0	-1	10	-9	-4	·	-1	-119
COc1cc2[nH]c(=O)n(CCCCCC(=O)NC3CCCC3)c(=O)c2cc1OC	0	2	8	-2	5	-13	4	-7
C=CCSc1nc(N2CCOCC2)c2c(c1C#N)CC(C)(C)N(C)C2	·	·	8	7	-2	8	-5	-8
COc1ccc(NS(=O)(=O)c2cc([N+](=O)[O-])ccc2N/N=C/c2c(C)[nH]c3ccccc23)cc1	-6	4	-1	-6	-2	9	24	17
CO[C@H]1CN(C)C(=O)c2ccc(NC(C)=O)cc2OC[C@@H](C)N(CC2CCCCC2)C[C@@H]1C	·	8	-3	4	-1	18	-2	-2
COc1ccc(CCn2c(C)cc(C(=O)COC(=O)c3ccc(O)cc3O)c2C)cc1	·	·	7	3	0	3	·	5
O=C(COc1ccc(F)cc1)N(Cc1cccs1)C1CCS(=O)(=O)C1 (stereo unspecified)	0	4	2	6	0	7	-3	5
Cc1ccc(Cn2cc(CN3CC(N4CCN(Cc5ccccc5F)CC4)CS3(=O)=O)nn2)cc1 (stereo unspecified)	·	·	4	-11	-1	10	·	-1
Cc1nnsc1C(=O)N1CCC(C(=O)c2ccccc2)CC1	·	·	3	-7	2	9	-3	-22
c1ccc(-n2nnnc2Oc2ccc(-c3nnco3)cc2)cc1	-6	2	-3	0	·	·	-13	·
C/C=C/c1cccc(-c2nc(C(=O)NC3Cc4ccccc4C3)cc3c2[C@@H](CCO)N(C(C)=O)C3)c1	·	·	53	-4	10	-18	·	7
CN(C)C(=O)c1ccc(-c2ccc3c(c2)[C@H]2[C@H](CCN2C(=O)c2ccc(F)cc2)[C@@H](CO)N3C)cc1	-22[16.7 µM]	0	43	-6	-1	15	6	0
O=C(CSc1nccc2ccccc12)N1CCN(Cc2ccc3c(c2)OCO3)CC1	-6	-3	10	5	-5	9	0	3
CCn1cc(C(=O)NC2CCCc3c2cnn3-c2cccc(C)c2C)cn1 (stereo unspecified)	3	-6	44	·	-1	5	·	-7
CCn1cc([N+](=O)[O-])c(C(=O)Nc2nc(-c3ccc(C)c(C)c3)c(C)s2)n1	2	·	·	·	-1	19	1	0
CCCC#Cc1ccc2c(c1)O[C@@H](CN(C)C(=O)c1cnccn1)[C@H](C)CN([C@@H](C)CO)S2(=O)=O	3[16.7 µM]	21	·	-12	2	11	-4	-14
COc1cccc(C(=O)Nc2ccc3c(c2)C(=O)N(C)[C@H]2CC[C@H](CC(=O)NCC4CC4)O[C@@H]2CO3)c1	-5[16.7 µM]	-3	-3	-13	2	7	-2	-2
Cc1c(C(c2cccs2)c2c(C)n(C)n(-c3ccccc3)c2=O)c(=O)n(-c2ccccc2)n1C	-1	·	9	-1	1	3	-7	6
CCOCCCNCC(=O)Nc1cc(S(=O)(=O)N2CCOCC2)ccc1N1CCOCC1	0	0	1	-3	1	-4	2	-2
O=C1[C@H]2[C@H](C=CC[C@H]2C(=O)N2CCOCC2)CCN1Cc1ccc(Cl)c(Cl)c1	·	·	-117	-10	0	-2	·	3
CCCCNC(=O)Cn1cnc2sc(C)c(S(=O)(=O)N3CCN(c4ccccc4OC)CC3)c2c1=O	1	2	5	2	0	-2	·	5
CCC1CCCCN1CCCNC(=O)c1ccc2c(c1)NC(=O)CN2C (stereo unspecified)	-4	-2	-13	0	-15	2	8	-6
C[C@H](CO)N1C[C@H](C)[C@H](CN(C)C(=O)c2ccncc2)Oc2ncc(C3=CCCC3)cc2C1=O	-7[16.7 µM]	-2	·	-4	-2	-5	12	-4
C[C@H](CO)N1C[C@H](C)[C@@H](CN(C)S(=O)(=O)c2ccccc2)OCCCC[C@H](C)Oc2ccc(NS(=O)(=O)c3ccccc3)cc2C1=O	8[16.7 µM]	-1	26	-12	0	-14	4	3
